Jurkat NFkB inh: inhibitors of the PMA/ionomycin-induced NF-kB reporter in Jurkat cells. AID 435003. PMA/ionomycin-induced NF-kB luciferase reporter, luminescence. 0.53% of 330,000 active. inhibition, % at 4 µM; in the data active means inhibition above about 50%
Mdm2 MdmX PPI: human Mdm2/MdmX binding inhibition; O15151+Q00987; SaOS-2 split-luciferase Mdm2/MdmX complementation, luminescence; inhibition, % at 8 µM; 3% of 330,000 active; AID 485346;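 active means inhibition of at least 50% at 8 µM in the primary screen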
Target sequence (O15151 whole entry, looked up): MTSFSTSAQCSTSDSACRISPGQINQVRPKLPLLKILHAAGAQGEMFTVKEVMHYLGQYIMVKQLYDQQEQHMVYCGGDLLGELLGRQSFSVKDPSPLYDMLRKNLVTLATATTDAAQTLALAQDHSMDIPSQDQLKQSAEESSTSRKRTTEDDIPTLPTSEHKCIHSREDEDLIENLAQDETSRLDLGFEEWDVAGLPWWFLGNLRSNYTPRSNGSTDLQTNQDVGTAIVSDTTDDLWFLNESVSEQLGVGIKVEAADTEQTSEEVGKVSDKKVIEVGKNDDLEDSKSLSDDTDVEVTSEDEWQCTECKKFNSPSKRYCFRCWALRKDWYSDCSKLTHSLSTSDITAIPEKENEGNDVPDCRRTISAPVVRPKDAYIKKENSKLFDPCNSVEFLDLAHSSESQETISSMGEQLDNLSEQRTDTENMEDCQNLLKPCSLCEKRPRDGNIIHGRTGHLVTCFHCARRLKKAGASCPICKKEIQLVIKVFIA
Target sequence (Q00987 whole entry, looked up): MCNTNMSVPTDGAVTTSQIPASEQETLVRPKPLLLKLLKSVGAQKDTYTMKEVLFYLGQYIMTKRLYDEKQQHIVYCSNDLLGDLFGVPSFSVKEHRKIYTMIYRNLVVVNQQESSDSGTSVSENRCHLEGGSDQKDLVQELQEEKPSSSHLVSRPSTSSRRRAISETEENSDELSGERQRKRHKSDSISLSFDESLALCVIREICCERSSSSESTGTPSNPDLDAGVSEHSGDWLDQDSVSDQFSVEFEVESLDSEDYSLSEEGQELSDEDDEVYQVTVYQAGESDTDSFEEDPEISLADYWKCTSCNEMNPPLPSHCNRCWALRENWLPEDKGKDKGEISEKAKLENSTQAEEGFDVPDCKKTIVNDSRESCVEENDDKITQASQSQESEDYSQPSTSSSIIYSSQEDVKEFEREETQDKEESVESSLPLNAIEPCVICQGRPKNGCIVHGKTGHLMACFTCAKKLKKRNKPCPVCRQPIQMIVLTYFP
697 NFkB inh: inhibitors of the PMA/ionomycin-induced NF-kB reporter in 697 B cells. 697 B-cell NF-kB luciferase reporter, 16 h. 0.33% of 330,000 active. inhibition, % at 4 µM. AID 435022; in the data active means inhibition above about 35%
UPR CHOP act: activators of apoptotic arm of unfolded protein response (CHOP) | CHO-CHOP luciferase reporter, UPR activation, luminescence; percent of tunicamycin response over DMSO baseline | activation, % at 10 µM | 0.34% of 330,000 active;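 active means at 10 µM dose, activation of 40% or more, normalized to positive control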;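 further: 100% = tunicamycin at 10 µg/mL and 0% = DMSO alone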
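Assay system: CHO-CHOP cells, stable luciferase reporter of PERK-eIF2a-CHOP signalling / Buffer or medium: F12 plus 10% serum / Compound dosing: one dose, 10 µM in 0.5% DMSO / Times: 6 h compound treatment, 37 °C / Technique: luciferase luminescence / Read-out: % reporter activation, DMSO baseline versus tunicamycin full activation / Benchmarks: tunicamycin and DMSO controls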
tim10-1 inh: growth inhibitors of tim10-1 mutant yeast | S. cerevisiae tim10-1 ts strain growth, BacTiter-Glo, 24 h | inhibition, % at 20 µM | 2.2% of 330,000 active | AID 463190;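 active means inhibition of at least 40%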;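 further: mutant grown at 25 °C; 0% = DMSO wells with yeast and 100% = wells holding no yeast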
TIM10 inh: growth inhibitors of TIM10 yeast strain; S. cerevisiae TIM10 strain growth, BacTiter-Glo luminescence, 24 h; 1.4% of 330,000 active; inhibition, % at 10 µM;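 active means inhibition of 40% or more at the single tested concentration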;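 further: wild-type TIM10 isogenic control strain grown at permissive 25 °C; 0% = DMSO yeast wells and 100% = minimal medium wells without yeast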
tim23-1 inh: inhibits growth of tim23-1 mutant yeast; S. cerevisiae tim23-1 growth, BacTiter-Glo luminescence, 24 h; 1.3% of 330,000 active; inhibition, % at 20 µM;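 active means growth inhibition of the mutant yeast at or above 50%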;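 further: temperature-sensitive mutant grown at 25 °C; plate controls were DMSO-treated mutant yeast for no effect and medium wells lacking yeast for full effect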
UPR XBP1 act: activators of adaptive arm of unfolded protein response (XBP1); CHO-XBP1 luciferase reporter, IRE1-XBP1 UPR activation, luminescence; percent of tunicamycin response, DMSO as zero; 0.33% of 330,000 active; activation, % at 20 µM;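 active means versus positive control, 20 µM dose yields 30% or more activation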;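 further: 100% = tunicamycin at 10 µg/mL and 0% = DMSO only wells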
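Material: CHO cell line with stable XBP1 luciferase reporter; buffer or medium: F12 medium containing 10% fetal bovine serum; compound: single point, 20 µM final compound, 1% DMSO; incubation: 6 h treatment, 37 °C; measured by: glow luminescence from Steady-Glo reagent; evaluation: activation, % of tunicamycin; control set: tunicamycin high, DMSO low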
Starred values were filed as active, the others as inactive; · = not tested or not shown. Hits appear at their usual frequency. Share with any hit: about 6.6%.

SMILES	Jurkat NFkB inh	Mdm2 MdmX PPI	697 NFkB inh	UPR CHOP act	tim10-1 inh	TIM10 inh	tim23-1 inh	UPR XBP1 act
Cc1nn(C)cc1C(C(=O)NC1CCCCC1)N(C(=O)Cc1cccs1)c1ccc(F)cc1 (stereo not drawn)	9	29	24	2.6	14	7	0	-1
CCc1nnc(NC(=O)c2cc(-c3ccc(C)o3)nc3ccccc23)s1	-1	8	13	-0.9	14	8	25	-3
Cc1cc(SCC(=O)NCC2CCCO2)nc2ccccc12 (stereo not drawn)	11	29	9	2.2	11	7	31	-3
O=C(CSCC(=O)N1CCCCC1)Nc1nc(-c2ccccc2)c(-c2ccccc2)s1	11	25	9	1.3	20	24	38	-1
COc1ccc(/C(C)=N/OC/C(O)=C(\C#N)c2nc3ccccc3[nH]2)c(OC)c1	5	20	4	1.3	7	-5	-1	1
COc1ccccc1NS(=O)(=O)c1c(C)nc2sccn2c1=O	1	-20	5	-2.1	8	10	10	1
Cc1cc(/C=C(\C#N)C(=O)OCC(=O)Nc2ccc(OC(F)F)cc2)c(C)n1CC(C)C	-1	-2	10	0.5	13	10	16	1
O=[N+]([O-])c1ccccc1S(=O)(=O)Nc1cccc(-c2ccc(N3CCOCC3)nn2)c1	-43	-13	-83	2.6	7	13	11	0
CC(C)N(C(=O)[C@H]1C[C@H](CC(=O)NCc2cccc(C(F)(F)F)c2)C(=O)N2CCc3c([nH]c4cc(CCC(=O)N(C)C)ccc34)[C@]12C)C(C)C	·	22	29	6.9	16	-3	33	4
COc1ccc(Cl)cc1NC(=O)Cn1nc(-c2ccc(C)cc2)n(C)c1=S	5	46	-31	-1.7	2	0	-13	-5
C/C(=N\NC(=O)CC(C)C)c1ccc(Cl)c(Cl)c1	-7	28	5	-0.3	28	31	28	5
O=C(Nn1cc(C(=O)Nc2ccccc2F)c2ccccc2c1=O)c1cnccn1	0	15	17	-0.5	29	8	19	-3
CN(C)CC#CCOC(c1ccccc1)c1ccccc1	-10	9	-8	1.5	5	-6	6	1
COc1ccccc1C1CC(c2ccccc2)=NN1C(=S)Nc1ccccc1 (stereo not drawn)	-10	14	-6	0.8	16	41*	30	-1
O=C(O)C1CCCN1c1nc(C(F)(F)F)nc2ccccc12 (stereo not drawn)	-1	-5	16	0.5	7	2	11	-2
CCN(CC)CCOC(=O)c1ccc(NC(=S)NC(=O)/C=C/c2ccco2)cc1	-22	0	-37	-0.9	20	-19	-8	-2
COc1ccc(OC)c(C(c2nnnn2C(C)(C)C)N2CCc3ccccc3C2)c1 (stereo not drawn)	-2	15	-9	0.7	35	16	37	-2
Cc1sc(NC(=O)c2ccc(OCC(C)C)cc2)c(C(N)=O)c1-c1ccc(Cl)cc1Cl	11	24	6	1.0	27	2	6	-2
CCn1ncc([N+](=O)[O-])c1C(=O)N1CCCC1	6	13	3	0.0	-6	10	9	-1
Cc1cc2c(cc1C)/C(=N/NC(=O)c1ccccn1)CCC2	-23	15	-5	3.5	15	5	32	1
O=C1CSC(=S)N1c1ccc(F)cc1	-10	-11	-4	-0.4	26	6	21	-7
CC(C)OCCCn1c(=S)[nH]c2cc3c(cc2c1=O)OCO3	-13	-19	-1	-2.6	30	21	26	3
CC(C)(CC(=O)O)CC(=O)Nc1cc(C(F)(F)F)cc(C(F)(F)F)c1	-12	14	-20	1.2	-7	6	1	-1
CC(=O)Nc1ccc(OCC(O)CNC2CCCC2)cc1 (stereo not drawn)	17	24	14	0.7	3	-10	-16	-1
O=C(NCc1ccccc1Cl)C(=O)c1c[nH]c2ccccc12	-12	6	-13	2.0	26	37	6	2
N#Cc1c(-c2ccc(Cl)cc2)ccnc1N1CCOCC1	-25	-54	-10	3.0	-15	-9	22	-1
CNC(=O)CCn1nc(-c2ccc(Cl)cc2)c2ccccc2c1=O	5	2	1	-1.7	8	2	11	1
COc1ccc(C(=O)NN=C2CCCC2)cc1	3	4	1	0.7	-2	-9	8	0
CCCC(=O)NC(=S)Nc1cccc2c(O)cccc12	6	10	-10	-0.3	22	0	26	1
COc1ccc(CCNC(=O)c2cc3c(=O)n4ccccc4nc3n(CCN3CCOCC3)c2=N)cc1	41	-9	-28	3.4	9	7	4	-7
COc1cccc(NC(=O)CN(C)C(=O)c2cc(S(=O)(=O)NCc3ccccc3)ccc2C)c1	-9	-34	7	1.6	6	5	10	-7
COC(=O)Cc1ccc(NC(=O)c2ccc(NC(=O)c3ccco3)cc2)cc1	3	-7	18	0.9	5	16	6	-2
COCCn1c(C)cc(C(=O)CSc2ccc3ccccc3n2)c1C	-35	-107	-31	0.3	5	1	8	0
O=c1cc(CN2CCN(c3ccccc3O)CC2)nc2sccn12	-13	9	10	1.9	-4	-7	7	-5
CC1CN(c2cc(=O)n(Cc3ccc(F)cc3)c(=O)[nH]2)CC(C)O1 (stereo not drawn)	-1	-7	-1	3.0	4	-6	13	-2
CCN(CC)CCNC(=S)N1CCn2c(nc3ccccc32)C1	13	20	-7	1.0	4	4	-4	2
COc1ccc(-c2nc3scc(-c4ccc(OC)c(OC)c4)c3c(=O)o2)cc1	-9	48	-16	12	4	-7	-10	41*
COc1ccccc1Cc1nc(-c2cccnc2)no1	-20	-4	-6	1.8	-26	-9	13	6
Cc1cc(C(=O)CSc2nnnn2-c2ccc(O)cc2)c(C)n1C	16	-4	0	0.4	9	9	19	4
Cc1n[nH]c(=O)c2c(NC(=O)CSc3c(Cl)cccc3Cl)oc(C)c12	13	5	4	-2.5	16	3	9	2
Cc1c(NS(=O)(=O)c2ccc(N=NN(C)C)cc2)c(=O)n(-c2ccccc2)n1C	7	27	6	-0.4	13	-7	6	-7
COc1ccc(CNCC(O)(c2ccccc2)c2ccc(Cl)cc2)cc1 (stereo not drawn)	-12	50*	-40	-0.6	13	25	-1	3
Cc1cccc(C)c1NC(=S)N1CCCCCC1	2	10	3	1.5	-15	11	8	6
CC(C)CCSc1nnc(N)s1	-2	7	-16	1.3	-9	-12	-3	-1
Cc1cccc(-c2noc(-c3ccc(Cl)cc3[N+](=O)[O-])n2)c1	-161	-286	-187	4.1	28	28	26	2

Single records, as listed above. Screens in order: Jurkat NFkB inh, Mdm2 MdmX PPI, 697 NFkB inh, UPR CHOP act, tim10-1 inh, TIM10 inh, tim23-1 inh, UPR XBP1 act
COc1cccc(NC(=O)CN(C)C(=O)c2cc(S(=O)(=O)NCc3ccccc3)ccc2C)c1 is listed with -9, -34, 7, 1.6, 6, 5, 10, -7
Cc1cc(/C=C(\C#N)C(=O)OCC(=O)Nc2ccc(OC(F)F)cc2)c(C)n1CC(C)C is listed with -1, -2, 10, 0.5, 13, 10, 16, 1
COc1ccccc1C1CC(c2ccccc2)=NN1C(=S)Nc1ccccc1 (stereo not drawn) is listed with -10, 14, -6, 0.8, 16, 41*, 30, -1
Cc1n[nH]c(=O)c2c(NC(=O)CSc3c(Cl)cccc3Cl)oc(C)c12 is listed with 13, 5, 4, -2.5, 16, 3, 9, 2
CC(C)CCSc1nnc(N)s1 is listed with -2, 7, -16, 1.3, -9, -12, -3, -1

(list continues)
SMILES	Jurkat NFkB inh	Mdm2 MdmX PPI	697 NFkB inh	UPR CHOP act	tim10-1 inh	TIM10 inh	tim23-1 inh	UPR XBP1 act
CCOC(=O)c1ccc(S(=O)(=O)Nc2cc(C(=O)O)ccc2Cl)cc1	3	-17	8	1.2	-2	12	3	0
CCC(C)NC(=O)NC(=O)CSc1nnc(-c2ccccc2F)n1C1CC1 (stereo not drawn)	-3	6	14	0.5	-6	-15	6	2
C=CCN(CC(=O)NCc1ccc(OC)cc1)C(=O)c1csnn1	-5	-7	-15	1.0	6	18	20	-1
O=C(/C=C/c1cccs1)NCc1ccc2c(c1)OCO2	-59	-36	-47	3.6	-19	-14	29	-1
O=C(O)CC1(CC(=O)Nc2cc(F)ccc2Cl)CCCCC1	-2	21	6	-1.4	-4	-5	1	-1
C/C(=N\NC(=O)c1cc(C)nc2ccccc12)c1ccc([N+](=O)[O-])cc1	-3	-6	3	-0.1	7	8	5	-1
COc1ccc(Nc2cc(C(=O)NCCCN3CCN(C)CC3)c3ccccc3n2)c(OC)c1	2	23	6	2.2	14	1	-13	-3
C=CCOc1ccc(C2/C(=C(/O)c3ccc4c(c3)CC(C)O4)C(=O)C(=O)N2CCCN2CCOCC2)cc1 (stereo not drawn)	16	-4	18	1.0	4	8	8	-7
CN(CC1CCCO1)S(=O)(=O)c1ccc(C(=O)Nc2nc3cc4c(cc3s2)OCO4)cc1 (stereo not drawn)	26	9	62*	1.3	14	5	-3	-1
Nc1nc(CC(=O)CSc2ccc(Cl)cc2)nc(Nc2ccc(F)cc2)n1	8	81*	1	42*	1	-1	-7	75*
N#C/C(Cn1c[n+](NC(=O)Nc2ccccc2)cn1)=N/O	-11	7	-3	-0.3	5	2	2	-2
CN(c1ccccc1)S(=O)(=O)c1cccc(C(=O)Nc2nccs2)c1	3	-17	-5	1.1	-12	7	27	-2
COc1ccc(NS(=O)(=O)c2cccc(NC(=O)CCS(=O)(=O)c3ccccc3)c2)cc1	17	-3	1	2.5	14	3	-3	1
COc1ccc(/C(O)=C2/C(=O)C(=O)N(CCN3CCNCC3)C2c2cccc([N+](=O)[O-])c2)cc1 (stereo not drawn)	-7	16	9	0.1	13	0	18	-3
NS(=O)(=O)c1cccc(NC(=O)CCSc2ccc(Cl)cc2)c1	25	22	4	0.2	21	29	36	-1
CCNc1nc(SCCOc2ccc(C)cc2)nc(N(C)C)n1	0	38	10	-1.5	25	-2	1	2
CN(C)S(=O)(=O)c1cccc(NC(=O)CN2C(=O)NC(Cc3ccccc3)C2=O)c1 (stereo not drawn)	11	22	12	0.8	19	11	18	0
COc1cc(N)ccc1NC(=O)c1cccs1	-13	15	-8	-0.4	20	20	1	-2
O=C(O)CSc1nc2ccccc2n1-c1ccccc1	0	-1	-5	-1.9	10	-3	1	1
COc1ccc(N2C(=O)CCC(C(=O)N3CCC(C(N)=O)CC3)C2c2ccc(F)cc2)cc1 (stereo not drawn)	2	-3	7	-0.4	12	2	1	1
Fc1ccc(Cn2cccc2C2=NC(c3ccccc3)CO2)cc1 (stereo not drawn)	-28	-14	-31	3.4	35	14	9	3
Cc1sc2ncnc(SCC(=O)NNC(=O)c3ccco3)c2c1C	5	-1	8	2.5	15	7	4	-1
C/C(=N\OC(=O)c1ccc(F)cc1)c1nccs1	-4	10	-2	2.4	12	9	5	1
Cc1cc(S(=O)(=O)Nc2ccc(C(=O)N3CCN(c4ccccc4O)CC3)cc2)ccc1F	9	13	5	3.3	8	2	11	-7
Cc1cc(C(=O)CSc2nnnn2-c2ccc(O)cc2)c(C)n1Cc1ccc2c(c1)OCO2	20	49	-3	3.3	26	33	11	2
Cc1cnc(C(=O)OCC(=O)Nc2oc(-c3ccccc3)c(-c3ccccc3)c2C#N)cn1	2	-15	-14	-0.9	-12	-3	14	-1
CCOc1cc(Cl)c(S(=O)(=O)NCc2ccccn2)cc1Cl	-5	3	-2	-0.6	23	1	12	-3
O=C(O)c1ccc(N/N=C/C=C/c2ccccc2)cc1	-98	-101	-204	1.2	-17	9	25	-2
Cn1cc2cc([N+](=O)[O-])ccc2n1	4	16	14	-0.6	5	0	-3	2
CNc1c(NS(=O)(=O)c2cc(Cl)ccc2OC)c(=O)oc2ccccc12	-15	3	-11	1.9	-5	1	-4	6
Cc1ccccc1C1=NC(c2ccc(F)cc2F)ON1 (stereo not drawn)	-66	-5	-64	1.3	11	0	21	3
CC1=N/C(=C\c2ccccc2Cl)C(=O)O1	-15	6	-3	4.2	8	7	4	1
CCOc1ccc(S(=O)(=O)N(C)CC(=O)NCc2ccccn2)cc1	2	-6	7	2.9	14	-12	10	-1

High-throughput results (PubChem BioAssay)
